# Bioassay records as filed in PubChem BioAssay.
# Anesthetic bind – qHTS Assay for Identification of Novel General Anesthetics. Ferritin light chain (Equus caballus), P02791. apoferritin/1-aminoanthracene competitive binding, fluorescence. Potency, µM (top dose mostly 77.5 µM), for inactives: at the top dose activity change, negative = displacement, most hits filed as inhibitors. 350,000 compounds, 0.074% hits; further: potency means the concentration at half of the fitted maximal effect; on the % scale 0 is the no-effect control and ±100 the full control effect; nearly all actives have a fitted effect of over 20% in size
#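 Apoferritin-based anesthetic binding model; compound displacement of fluorescent 1-AMA measured as endpoint fluorescence after 10 minutes at room temperature, scaled to free-ligand and complex controls.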
# LDHA inh – qHTS assay for inhibitors of human lactate dehydrogenase. L-lactate dehydrogenase A chain (Homo sapiens), P00338. purified LDHA, NADH/diaphorase-resazurin fluorescence; stronger effect = lower value. activity change, % (values are at about 110 or 230 µM). 480,000 compounds, 0.15% hits; in the data active means activity change below about -30%; inconclusive means mostly about -25% to -30%;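 further: plate controls were DMSO wells for no effect and wells without enzyme for full effect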
#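 Human LDH5 at 2 nM final in Tris HCl pH 7.4 with 0.06 mM NADH and 0.2 mM pyruvate, reacted 5 minutes at room temperature. Remaining NADH coupled via diaphorase/resazurin; resorufin fluorescence read at 0 and 20 minutes, normalized to enzyme-free and DMSO wells.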
# POLI inh – qHTS for Inhibitors of Polymerase Iota. DNA polymerase iota (Homo sapiens), Q9UNA4. Pol iota fluorescent replication assay, 10 min. Potency, µM (highest dose often 115 µM), without a hit: top-dose activity, negative = inhibition, hits mostly inhibitors. 390,000 compounds, 1% hits. AID 588590, 2011; further: potency means the concentration at half of the fitted maximal effect
#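 Fluorescent replication assay read twice, at 0 min and 10 min after adding 50 nM (final) substrate. Enzyme (10 nM) and compounds were first incubated 15 min at room temperature; enzyme-free buffer wells were negative controls.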
# POLH inh – qHTS for Inhibitors of Polymerase Eta; DNA polymerase eta (Homo sapiens), Q9Y253; recombinant Pol eta, fluorescent DNA replication assay; Potency, µM (series often up to 114 µM), for the others: at the top dose activity change, negative = inhibition, most hits filed as inhibitors; 390,000 compounds, 1.2% hits; AID 588591, 2011; further: potency means the concentration at half of the fitted maximal effect; on the % scale 0 is the no-effect control and ±100 the full control effect
# Target sequence (Q9Y253 whole entry, looked up): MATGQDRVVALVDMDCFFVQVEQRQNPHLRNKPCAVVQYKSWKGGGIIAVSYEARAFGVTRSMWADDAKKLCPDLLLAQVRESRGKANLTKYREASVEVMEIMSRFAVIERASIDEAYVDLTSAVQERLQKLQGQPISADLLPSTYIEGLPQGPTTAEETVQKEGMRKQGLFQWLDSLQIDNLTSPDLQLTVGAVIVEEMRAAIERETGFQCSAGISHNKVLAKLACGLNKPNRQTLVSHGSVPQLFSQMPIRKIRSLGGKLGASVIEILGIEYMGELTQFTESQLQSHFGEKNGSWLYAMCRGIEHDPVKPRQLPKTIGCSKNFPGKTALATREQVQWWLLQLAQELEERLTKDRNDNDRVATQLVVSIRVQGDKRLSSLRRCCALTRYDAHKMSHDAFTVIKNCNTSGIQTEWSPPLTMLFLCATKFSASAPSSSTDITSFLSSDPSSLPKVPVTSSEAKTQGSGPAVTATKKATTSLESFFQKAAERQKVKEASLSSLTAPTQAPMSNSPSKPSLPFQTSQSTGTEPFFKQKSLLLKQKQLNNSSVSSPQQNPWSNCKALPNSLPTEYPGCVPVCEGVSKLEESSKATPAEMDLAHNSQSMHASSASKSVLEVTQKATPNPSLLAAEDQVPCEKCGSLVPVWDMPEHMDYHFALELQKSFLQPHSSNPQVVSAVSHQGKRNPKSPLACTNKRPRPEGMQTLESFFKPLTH
#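 Fluorescent replication assay: 50 nM final substrate added after a 15 min room-temperature compound preincubation with 10 nM enzyme. Signal taken at 0 min and again at 10 min.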
# Pol kappa inh – qHTS for Inhibitors of Polymerase Kappa; purified Pol kappa, fluorescent DNA synthesis assay, 10 min; Potency, µM (highest dose often 107 µM), without a hit: at the highest dose activity, negative = inhibition, usual class: inhibitors; 400,000 compounds, 0.53% hits; further: potency means the concentration at half of the fitted maximal effect; on the % scale 0 is the no-effect control and ±100 the full control effect
#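 Inhibition of 10 nM Pol kappa is measured by a fluorescent read-out at 0 and 10 min following addition of 50 nM substrate (final), with a 15-min room-temperature compound preincubation.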
# BLM inh – qHTS Assay for Inhibitors of Bloom's syndrome helicase (BLM) | Potency, µM (highest dose often 56.1 µM), for the others: top-dose activity change, negative = inhibition, hits mostly inhibitors | recombinant BLM DNA unwinding, fluorescence dequenching | 350,000 compounds, 0.2% hits | RecQ-like DNA helicase BLM (Homo sapiens), P54132;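 further: potency means the concentration at half of the fitted maximal effect; plate controls were vehicle for no effect and no enzyme for full effect; nearly all actives have a fitted effect of over 35% in size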
# Pol beta inh – qHTS Assay for Inhibitors of DNA Polymerase Beta; P06746; AID 485314, 2010; 340,000 compounds, 1.3% hits; Potency, µM (top dose mostly 114 µM), without a hit: at the highest dose activity change, negative = inhibition, actives largely listed as inhibitors; Pol beta primer extension/strand displacement, fluorescence kinetic; further: potency means the concentration at half of the fitted maximal effect; on the % scale 0 is the no-effect control and ±100 the full control effect
#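 10 nM enzyme + cpd, 15 min RT; start with substrate 50 nM final; read 0 min and after 10 min RT. Corrected, normalized data; 4-parameter Hill curve fit.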
# GRP78 ERSR act – qHTS for Inducers of the Endoplasmic Reticulum Stress Response (ERSR) in Human Glioma: qHTS; U87-MG GRP78 promoter luciferase reporter, 16 h; Potency, µM, for inactives: at the top dose activation, hits mostly activators; 420,000 compounds, 0.02% hits; AID 602332, 2012; further: potency means the concentration at half of the fitted maximal effect; series mostly up to about 76 µM; % of control where 0% means no effect; nearly all actives have a fitted effect of over 35% in size
#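 Stably transfected U87-MG human glioma cells carrying a GRP78-based luminescent sensor were seeded at 1000 cells/well, pin-dosed with compounds and incubated 16 h. Luciferase reagent was then added, and end-point luminescence was read after 10 min at room temperature.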
# APE1 inh – qHTS Assay for Inhibitors of the Human Apurinic/apyrimidinic Endonuclease 1 (APE1); DNA repair nuclease/redox regulator APEX1 (Homo sapiens), P27695; 350,000 compounds, 0.35% hits; AID 2517, 2012; recombinant APE1, TAMRA/BHQ-2 abasic DNA cleavage fluorescence; Potency, µM (series often up to 65.8 µM), for inactives: at the top dose activity change, negative = inhibition, most hits filed as inhibitors;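 further: potency means the concentration at half of the fitted maximal effect; plate controls were vehicle for no effect and reference inhibitor for full effect; nearly all actives have a fitted effect of over 55% in size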
# Target sequence (P27695 whole entry, looked up): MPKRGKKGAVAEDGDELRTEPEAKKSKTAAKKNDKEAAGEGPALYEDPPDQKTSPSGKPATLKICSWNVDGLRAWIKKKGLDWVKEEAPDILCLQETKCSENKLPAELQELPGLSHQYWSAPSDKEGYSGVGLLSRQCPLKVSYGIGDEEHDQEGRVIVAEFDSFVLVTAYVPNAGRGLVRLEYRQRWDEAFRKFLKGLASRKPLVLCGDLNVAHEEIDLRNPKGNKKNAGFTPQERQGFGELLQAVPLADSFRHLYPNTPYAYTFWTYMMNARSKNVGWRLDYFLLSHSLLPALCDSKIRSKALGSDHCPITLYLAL
#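 Step 1: APE1 (0.75 nM) with compound, 15 min RT. Step 2: add 50 nM fluorophore/quencher THF duplex. Step 3: three fluorescence reads 60 s apart (525/598 nm); read 3 minus read 1 = reaction progress.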
# An asterisk follows results filed as active; ? = inconclusive; / = not tested or not shown; & = joins results of further samples; [ ] = dose if it differs, or a comment. Unless noted, the call rests on the fitted dose curve; in most records, active means well fitted curve in the direction sought with a large enough effect; inconclusive means small, poorly fitted or top-dose-only effect, or another doubt; inactive means no such curve, though single readings can be large; an effect the other way counts as inactive or inconclusive. The list is partial; the hit share may differ from the screen's.
SMILES,Anesthetic bind,LDHA inh,POLI inh,POLH inh,Pol kappa inh,BLM inh,Pol beta inh,GRP78 ERSR act,APE1 inh
CCOC(=O)c1cc(-c2ccccc2)nn1CC1CC(c2cccnc2)=NO1 (configuration not stated),/,-3,16%,-19%,-2%,/,/,-5%,/
CCOC(=O)C1=C(C)C2C3C(=O)N(c4ccccc4C)C(=O)C3C1(C)C1C(=O)N(c3ccccc3C)C(=O)C21 (configuration not stated),-12%,-3,-9%,-12%,-1%,1%,1%,-3%,8%
Cc1cc(-c2nc3ccccc3o2)c2ccccc2n1,-18%,-2,5%,-1%,-3%,4%,15%,6%,0%
Cc1ccc(C(=O)Cn2c(N3CCOCC3)nc3c2c(=O)n(C)c(=O)n3C)cc1,-11%,-2,38%[activator],-5%,-2%,-1%,-1%,-1%,1%
CC(=O)C1=NOC(CNC(=O)c2c(-c3ccccc3Cl)noc2C)C1 (configuration not stated),-10%,0,-5%,-9%,-2%,-8%,7%,1%,0%
c1ccc2c(CN3CCOCC3)c3ccccc3c(CN3CCOCC3)c2c1,-11%,4,22%,6%,1%,-1%,1%,0%,-4%
CCN1CCN(C(=O)C(C)Sc2nnc3nc(C)cc(C)n23)CC1 (configuration not stated),/,-5,8%,-2%,-6%,/,/,-2%,43%
O=C(COC(=O)/C=C/c1ccc(C(F)(F)F)cc1)NC1CCCC1,?,-2,-16%,11%,-12%,-10%,24%,2%,0%
Cc1c(CNCCc2ccc(S(N)(=O)=O)cc2)c(C(=O)O)c(C)n1Cc1ccc(Cl)cc1,-8%,0,27%,-19%,-7%,-6%,-2%,0%,/
O=C(CSc1nc2ccccc2o1)N/N=C/c1ccccc1C(=O)O,0%,-4,?,?,-21%,2%,30%,-1%,-3%
c1ccc(CSc2nnc(-c3ccccc3)c(-c3ccccc3)n2)cc1,/,-4,-19%,-15%,-18%,/,/,-2%,/
COc1ccc(C(=O)Oc2ccc(/C=N/Nc3ccc(Cl)c(C(=O)O)c3)cc2OC)cc1,5%,-4,9%,79µM*,-28%,-4%,?,-6%,2%

# Two compounds drawn at random from those above:
SMILES,Anesthetic bind,LDHA inh,POLI inh,POLH inh,Pol kappa inh,BLM inh,Pol beta inh,GRP78 ERSR act,APE1 inh
Cc1c(CNCCc2ccc(S(N)(=O)=O)cc2)c(C(=O)O)c(C)n1Cc1ccc(Cl)cc1,-8%,0,27%,-19%,-7%,-6%,-2%,0%,/
COc1ccc(C(=O)Oc2ccc(/C=N/Nc3ccc(Cl)c(C(=O)O)c3)cc2OC)cc1,5%,-4,9%,79µM*,-28%,-4%,?,-6%,2%

# Next part
SMILES,Anesthetic bind,LDHA inh,POLI inh,POLH inh,Pol kappa inh,BLM inh,Pol beta inh,GRP78 ERSR act,APE1 inh
CN(C)c1ccc(/C=N/NC(=S)NCc2ccco2)cc1,357%[activator],0,12%,-11%,-3%,-8%,-7%,-4%,-3%
COc1ccc2c(C)c(CCC(=O)NC3CC3)c(=O)oc2c1C,-6%,-3,7%,3%,5%,2%,35%,3%,7%
Cc1cccc2sc(N3CCN(C(=O)C4COc5ccccc5O4)CC3)nc12 (configuration not stated),/,2,30%[activator],-19%,-11%,/,/,-3%,-3%
O=C1NC(=O)C(Cc2c[nH]c3ccccc23)N1 (configuration not stated),2%,-2,51%[activator],-13%,6%,1%,19%,5%,15%
Cc1ccc(NC(=O)[C@H](Cc2ccccc2)N2Cc3ccccc3C2=O)cc1F,7%,-4,40%[activator],-23%,0%,-6%,0%,0%,/
O=c1c(C(c2ccc(O)cc2)c2c(O)nc3n(c2=O)CCS3)c(O)nc2n1CCS2,-19%,-6,-26%,20µM*,-40%,-3%,3%,-2%,1%
COc1cccc(NC(=O)COc2ccccc2C(N)=O)c1,1%,-3,12%,-12%,2%,0%,1%,-3%,1%
CCOC(=O)c1[nH]c2ccc(OC)cc2c1NC(=O)CN1CCC2(CC1)OCCO2,21%,0,6%,3%,?,-3%,-17%,-4%,-6%
N#Cc1ccc(C(=O)CSc2n[nH]c(=O)n2-c2cccnc2)cc1,9%,-4,10%,-4%,-6%,-20%,6%,-12%,-2%
CCOc1ccc2nc(SCC(=O)NC3CC3)sc2c1,1%,-4,-5%,-4%,-14%,-2%,51%,7%,-2%
Cc1nc(N2CCC(C)CC2)c2c(C)c(C(=O)Nc3ccc4c(c3)OCCO4)sc2n1,-3%,-2,13%,-25%,-3%,-11%,-4%,-7%,-26%
COc1ccc(CC(C(=O)Nc2cccc(F)c2)c2nn[nH]n2)c(OC)c1 (configuration not stated),-5%,0,23%,-19%,5%,-2%,31%[activator],1%,-3%

# With a hit mark in POLH inh, of those listed so far:
molecule	Anesthetic bind	POLI inh	POLH inh	Pol kappa inh	BLM inh	APE1 inh
COc1ccc(C(=O)Oc2ccc(/C=N/Nc3ccc(Cl)c(C(=O)O)c3)cc2OC)cc1	5%	9%	79µM*	-28%	-4%	2%
O=c1c(C(c2ccc(O)cc2)c2c(O)nc3n(c2=O)CCS3)c(O)nc2n1CCS2	-19%	-26%	20µM*	-40%	-3%	1%

# Next entries:
SMILES,Anesthetic bind,LDHA inh,POLI inh,POLH inh,Pol kappa inh,BLM inh,Pol beta inh,GRP78 ERSR act,APE1 inh
Nn1c(-c2ccccc2Cl)nnc1-c1ccccc1Cl,-9%,5,-14%,-13%,8%,3%,23%,2%,2%
CCN1CCN(C(=O)C(=O)c2c(C)[nH]c3ccccc23)CC1,-3%,-3,-16%,-23%,-8%,-2%,26%,-1%,-9%
CCN1CCN(C(=O)c2cc3cc([N+](=O)[O-])ccc3oc2=O)CC1,-5%,4,-5%,-6%,-11%,0%,-1%,-1%,2%
Fc1ccc(-c2cc3nc(-c4ccccc4)cc(N4CCN(CCN5CCOCC5)CC4)n3n2)cc1,1%,-3,34%[activator],-24%,5%,3%,9%,-3%,?
O=C(Oc1ccccc1O)c1cccc2ccccc12,?,/,/,/,/,-2%,?,/,?
CN(CC(=O)Nc1ccc(F)c(F)c1F)C(=O)C1CCCO1 (configuration not stated),/,-4,30%,-2%,-9%,/,/,-3%,4%
COc1cccc(C2c3c(oc4ccccc4c3=O)C(=O)N2CCCN(C)C)c1OC (configuration not stated),-11%,-1,7%,0%,-15%,7%,-2%,-5%,-3%
O=C(CCNS(=O)(=O)c1ccc2c(c1)CCC(=O)N2)NCc1cccnc1,-5%,-14,32%[activator],-2%,-9%,0%,13%,2%,-3%
COc1ccc(OC)c(CCNC(=O)c2ccc(CS(=O)(=O)c3ccc(Br)cc3)o2)c1,1%,-1,13%,-11%,-1%,2%,-17%,-2%,4%
COc1ccc(OC(=O)c2cc3cc(Cl)ccc3oc2=O)cc1,-3%,-3&-11,-3%,-8%,0%,-2%,4%,-6%,-7%
Cn1c(Cn2c(=O)sc3ccccc32)nnc1SCC(=O)Nc1ccc2c(c1)OCO2,/,1,8%,-15%,22%,/,/,-6%,/
CCN(CC)S(=O)(=O)c1cccc(C(=O)Nc2ccc(C#N)cc2)c1,-11%,1,7%,-5%,-19%,-3%,?,3%,1%
Cc1c(C(=O)N2CC(C)OC(C)C2)[nH]c2ccc(Br)cc12 (configuration not stated),-4%,-1,49%[activator],-11%,-6%,-4%,3%,-4%,22%
CSc1ccc(/C=C(\C#N)C(=O)NC2CCCCC2)cc1,-4%,-5,31%[activator],-9%,-2%,-7%,2%,-1%,-1%
CN=C(C)/C(C(=O)OC)=C(/O)c1ccccc1F,-8%,-8,6%[58.9 µM],-4%,-10%,-4%,-9%,-3%,-1%
O=C(CNc1cc(S(=O)(=O)N2CCOCC2)ccc1N1CCOCC1)Nc1cccc(C(F)(F)F)c1,/,-16,32%[activator],2%,-8%,/,/,-4%,27%
O=c1c2ccc(Cl)cc2[nH]c(=S)n1CCC1=CCCCC1,-4%,-2,76%[activator],-11%,-3%,2%,1%,-1%,11%
COc1cccc(CNC(=O)c2cc(C)nc3ccccc23)c1,-10%,-1&-1,41%[activator],-25%,-13%,1%,8%,-2%,14%
CCN1CCN(C(=O)c2nn(-c3ccc(C)cc3)c(=O)c3c2c2ccccc2n3C)CC1,-7%,-6,5%,6%,-2%,1%,6%,-1%,2%
COc1ccccc1NC(=S)N1CCN(c2ccccn2)CC1,6%,-5,40%[activator],2%,-16%,3%,-15%,-6%,?
O=c1c2cc(NC(=S)N3CCCCCC3)ccc2nc2n1CCCCC2,-11%,-1,-19%,-4%,-8%,-4%,12%,-1%,2%
COc1ccc(OC)c(NC(=O)c2sc3nc(Cc4ccccc4)cc(C(F)(F)F)c3c2N)c1,5%,-2,32%[activator],-17%,-6%,-9%,35%,-5%,2%
CC1(c2ccc3c(c2)OCCO3)NC(=O)N(CC(=O)Nc2ccccc2F)C1=O (configuration not stated),/,-4,36%[activator],3%,-10%,/,/,3%,43%
Cc1ccc(C(=O)NC(=S)NCCCN2CCOCC2)cc1,-4%,-4,55%[activator],-25%,-6%,0%,-21%,1%,13%
CN(Cc1ccco1)c1cc(-c2ccoc2)ncn1,/,/,/,/,25µM*,5%,/,-4%,?
O=C1CCC/C(=N\NC(=O)c2ccc(NS(=O)(=O)c3ccc(Br)cc3)cc2)C1,-1%,0,-10%,-10%,-11%,0%,17%,-3%,5%
COc1ccc(C(=O)Oc2cc(/C=N/NC(N)=S)ccc2OC)cc1,-11%,-4,7%,1%,0%,-7%,9%,-5%,0%
Cc1nc2cc(NCc3ccc(Cl)cc3)ccc2n1C,-11%,4,-21%,-15%,9%,-9%,-1%,-8%,5%
CCc1ccc(NS(=O)(=O)c2ccc3[nH]cc(C(=O)NC4CCCC4)c(=O)c3c2)cc1,?,13,89µM*,?,?,-17%,50µM*,-2%,/
